Screening data as filed in PubChem.
SMARCA2 activ: SMARCA2 (BRM) function activators, primary screen, cell-based, luminescence, high throughput | MG213 cells, MMTV-luciferase reporter, dexamethasone, overnight | activation, % at 9.1 µM | actives 1% (n = 370,000) | AID 652017, 2013; in the data active = activation above about 7.8%;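 also: 0% = vehicle wells and 100% = reference activator wells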
GC-A act: GC-A stimulated cGMP production enhancers – HEK293 GC-A cells, cGMP TR-FRET, EC30 ANP, primary screen; activation, % at 10 µM; AID 1671463, 2021; Atrial natriuretic peptide receptor 1 (Homo sapiens), P16066; actives 0.14% (n = 370,000); 0% at EC30 ANP, 100% saturating ANP; in the data active = activation above about 40%
Target sequence (P16066 whole entry, looked up): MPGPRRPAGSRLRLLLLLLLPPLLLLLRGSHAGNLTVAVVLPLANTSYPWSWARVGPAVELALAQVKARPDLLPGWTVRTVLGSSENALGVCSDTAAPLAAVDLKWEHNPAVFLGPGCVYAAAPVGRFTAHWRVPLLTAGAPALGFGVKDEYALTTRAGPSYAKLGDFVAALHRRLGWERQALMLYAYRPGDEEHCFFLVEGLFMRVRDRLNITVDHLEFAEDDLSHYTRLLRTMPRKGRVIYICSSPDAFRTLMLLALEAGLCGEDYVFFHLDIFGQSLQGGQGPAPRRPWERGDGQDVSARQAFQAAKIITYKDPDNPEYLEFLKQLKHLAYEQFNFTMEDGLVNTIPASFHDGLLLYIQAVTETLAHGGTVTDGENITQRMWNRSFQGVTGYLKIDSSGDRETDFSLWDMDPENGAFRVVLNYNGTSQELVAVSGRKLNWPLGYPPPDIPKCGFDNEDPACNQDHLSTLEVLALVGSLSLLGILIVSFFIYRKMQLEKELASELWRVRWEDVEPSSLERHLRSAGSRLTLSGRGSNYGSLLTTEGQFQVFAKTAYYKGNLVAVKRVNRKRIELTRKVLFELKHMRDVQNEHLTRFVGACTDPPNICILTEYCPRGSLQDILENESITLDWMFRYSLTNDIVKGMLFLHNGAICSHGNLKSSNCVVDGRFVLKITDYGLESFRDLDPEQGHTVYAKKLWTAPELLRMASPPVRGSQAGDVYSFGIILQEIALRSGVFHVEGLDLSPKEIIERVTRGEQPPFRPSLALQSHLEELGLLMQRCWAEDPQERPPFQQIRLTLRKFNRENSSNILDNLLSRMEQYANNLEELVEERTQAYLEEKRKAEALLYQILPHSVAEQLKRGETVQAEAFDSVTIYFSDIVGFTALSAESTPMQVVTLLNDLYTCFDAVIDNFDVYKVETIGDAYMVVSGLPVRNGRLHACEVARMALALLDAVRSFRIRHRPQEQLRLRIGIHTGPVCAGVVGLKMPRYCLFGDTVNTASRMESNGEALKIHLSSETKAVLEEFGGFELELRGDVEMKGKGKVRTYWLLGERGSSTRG
HTRA1 inhibitor: HTRA1 serine protease inhibitors, primary screen, biochemical, fluorescence polarization, HTS. Q92743. recombinant HTRA1, FP-rhodamine activity-based probe. inhibition, % at 5.96 µM. actives 0.5% (n = 340,000). AID 504803, 2011; in the data active = inhibition above about 36%;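 also: 0% = enzyme with DMSO and 100% = wells lacking enzyme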
mABHD4 FP: ABHD4 inhibitors, primary screen, biochemical, fluorescence polarization, mouse; (Lyso)-N-acylphosphatidylethanolamine lipase (Mus musculus), Q8VD66; purified mABHD4, FP-Rh probe fluorescence polarization; inhibition, % at 8.92 µM; actives 0.54% (n = 370,000); AID 720543, 2013;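 active = inhibition exceeding the mean over every tested compound plus 3 SD, cut at about 30% in these data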;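 also: 0% = plate median of compound wells and 100% = S159A mutant with DMSO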
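Test system: mABHD4 protein | Buffer or medium: HEPES pH 7.0 buffer, 150 mM NaCl, 0.01% Pluronic F-127 | Probe or stimulus: FP-Rh fluorescent activity-based probe, added after compound pre-incubation | Timing: Pre-incubation 45 min, probe exposure 60 min, at 25 °C | Technique: Fluorescence polarization, excitation 525 nm, emission 598 nm, BODIPY TMR filters | Repeats: Single well per compound (singlicate)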
GC-B act: human GC-B receptor activators, primary screen, HEK293 GC-B cells, cGMP TR-FRET, EC30 CNP; Atrial natriuretic peptide receptor 2 (Homo sapiens), P20594; 0% at EC30 CNP, 100% saturating CNP; activation, % at 10 µM; actives 0.11% (n = 370,000);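 active = activation at 10 µM reaching about 35% in either raw or pattern-adjusted values, limit read from the data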
PG9 Ab binder: binders of HIV-1 gp120 antibody PG9, primary screen, biochemical, TR-FRET. AID 624416, 2012. actives 0.43% (n = 360,000). inhibition, % at 6.7 µM. TR-FRET gp120-PG9 antibody binding; in the data active = inhibition above about 8.5%
ARFGAP1 inh: inhibitors of rat ARFGAP1 GAP activity, primary screen, biochemical, fluorescence polarization, GDP tracer; inhibition, % at 16.5 µM; Arfgap1-stimulated ARF1 GTP hydrolysis, GDP FP detection; actives 0.26% (n = 360,000);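 active = inhibition above a per-plate limit, mean inhibition of low control wells plus 3 SD, cut at about 25% in these data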;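 also: 0% = DMSO wells with enzyme and 100% = wells lacking Arfgap1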
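Assay system: Rat Arfgap1 GAP domain (His6, aa 1-136), purified enzyme | Buffer or medium: HEPES 25 mM pH 7.5, NaCl 150 mM, MgCl2, DTT | Schedule: GTP hydrolysis reaction 2 h at 25 °C | Signal: FP of antibody-bound GDP Alexa 633 tracer, ex 620/em 688 nm | Measure: Percent inhibition of Arfgap1-stimulated GTP hydrolysis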
ASAP1 GAP inh: inhibitors of human ASAP1 ArfGAP activity, primary screen, biochemical, fluorescence polarization; inhibition, % at 16.5 µM; Arf-GAP with SH3 domain, ANK repeat and PH domain-containing protein 1 (Homo sapiens), …; actives 0.19% (n = 360,000); ASAP1-stimulated ARF1 GTP hydrolysis, GDP FP detection; in the data active = inhibition above about 25%;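 also: 0% = vehicle with enzyme and substrate and 100% = no enzyme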
rCAG binder: binders of r(CAG) RNA repeats, primary screen, biochemical, fluorescence; r(CAG) RNA repeat, TO-PRO-1 dye displacement fluorescence; inhibition, % at 3 µM; actives 1.3% (n = 370,000);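 active = inhibition above the plate cutoff, the mean of all test compounds on that plate plus 3 SD, cut at about 35% in these data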;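 also: 0% = DMSO alone and 100% = 100 µM mitoxantrone as full dye displacement; higher means more dye released from RNA so lower well fluorescence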
Rev-erbA mod: modulators of Rev-erb alpha DNA binding, primary screen, biochemical, FITC-DNA, fluorescence polarization, uHTS; Nuclear receptor subfamily 1 group D member 1 (Homo sapiens), P20393; activity, % at 10 µM; actives 0.79% (n = 370,000); AID 1259318, 2017; Rev-erbα–FITC-DNA binding, 90 min;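 active = activity above about 14%, limit read from the data; passing the limit was not always enough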;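 also: 0% = DMSO wells with 35 nM protein and 100% = DMSO wells with 750 nM protein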
* = called active by the depositor; . = not tested or not shown.

molecule,SMARCA2 activ,GC-A act,HTRA1 inhibitor,mABHD4 FP,GC-B act,PG9 Ab binder,ARFGAP1 inh,ASAP1 GAP inh,rCAG binder,Rev-erbA mod
COc1ccc(C)cc1-n1nnnc1SCc1nc(N)nc(N(C)C)n1,-4,0,.,7,2,-1.6,10,-4,1,0
COc1cc(Cn2c3ccc(NC(=O)CCc4ccc(O)cc4)cc3c(=O)n2C)ccc1F,-3,-2,.,6,2,-0.6,2,-13,8,-9
CCOC(=O)c1c(C)[nH]c(C(=O)COC(=O)c2cnccn2)c1C,2,0,0,21,5,-1.0,-5,3,7,-2
CCCCCCC(=O)NNC(=O)c1c(O)c2ccccc2n(CCC)c1=O,-2,3,1,1,1,0.6,-2,-5,0,2
O=C(O)c1cc2cc(Cl)cc(Cl)c2oc1=O,1,2,-43,3,-5,-0.3,1,-5,19,0
COCCSc1ccccc1C(=O)Nc1cc([N+](=O)[O-])ccc1OC,2,6,3,-4,-1,-2.5,0,13,-1,1
CCN(CC)c1ccc(C(=O)N/N=C(\C)c2cccnc2)cc1,-3,-6,-6,9,0,-2.2,0,9,-3,-5
CCCn1c(SCc2ccccc2)nc2c1c(=O)[nH]c(=O)n2C,2,-1,-5,4,-7,-1.1,-11,2,-1,5

Rewritten field by field: 2 of the compounds above
COc1cc(Cn2c3ccc(NC(=O)CCc4ccc(O)cc4)cc3c(=O)n2C)ccc1F
  SMARCA2 activ: -3
  GC-A act: -2
  HTRA1 inhibitor: .
  mABHD4 FP: 6
  GC-B act: 2
  PG9 Ab binder: -0.6
  ARFGAP1 inh: 2
  ASAP1 GAP inh: -13
  rCAG binder: 8
  Rev-erbA mod: -9
CCOC(=O)c1c(C)[nH]c(C(=O)COC(=O)c2cnccn2)c1C
  SMARCA2 activ: 2
  GC-A act: 0
  HTRA1 inhibitor: 0
  mABHD4 FP: 21
  GC-B act: 5
  PG9 Ab binder: -1.0
  ARFGAP1 inh: -5
  ASAP1 GAP inh: 3
  rCAG binder: 7
  Rev-erbA mod: -2

(next part)
molecule,SMARCA2 activ,GC-A act,HTRA1 inhibitor,mABHD4 FP,GC-B act,PG9 Ab binder,ARFGAP1 inh,ASAP1 GAP inh,rCAG binder,Rev-erbA mod
CCCOc1ccc(C(=O)N2CCN(c3ccc(N)cc3Cl)CC2)cc1,5,-5,-14,6,-5,-1.3,4,6,0,1
O=C1NN(c2ccccc2)C(=O)C2C3C=CC(C4CC34)C12 (configuration not stated),1,-6,2,11,2,-0.7,-12,5,0,1
O=C(Nc1cccc(-n2cnnn2)c1)c1cnccc1Cl,-2,4,1,8,1,0.2,7,-4,5,-1
O=C(NC1=N[C@@]2(C=C3CCCCC3n3c(=O)n(-c4ccccc4)c(=O)n32)CN1Cc1ccccc1)c1ccccc1 (some centres not stated),-3,6,.,-4,6,.,.,.,42*,2
O=C(NCCS(=O)(=O)NCc1ccccc1Cl)c1ccccc1,0,1,4,-5,7,-2.6,7,-13,-4,1
COc1ccc(-n2ncc3c2CC(C)(C)CC3NC(=O)C2CCN(C(C)=O)CC2)cc1 (configuration not stated),2,1,-3,2,0,-4.2,-8,-5,-4,-1
O=C(NCC1CCCN(C(=O)NCc2ccccc2)C1)c1ccc2c(c1)OCO2 (configuration not stated),-2,-1,8,-2,-3,-0.4,0,3,-3,-6
O=C(CSc1nnc(-c2ccccn2)o1)Nc1ccccc1C(F)(F)F,3,-3,2,5,0,1.7,3,6,2,-3
O=C(CCCc1ccccc1)Nc1ccnn1C1CCN(Cc2ccccn2)CC1,-2,0,2,-8,2,-0.5,-3,3,-3,4
O=C1c2cccc(Sc3ccccc3)c2C(=O)c2c(Sc3ccccc3)cccc21,-2,-1,.,-6,2,-0.9,3,6,6,13
CCOc1ccccc1C1CC(=O)NC(SCC)=C1C#N (configuration not stated),-1,-2,-7,-2,4,1.8,-3,7,-1,11
Cc1ccc(N/C=C2\CCCCC2=O)nc1,1,-1,-3,2,2,-0.6,7,9,0,8
CCCS(=O)(=O)NC(=O)C1(C)CCCN(C(=O)c2ccc(SC(F)(F)F)cc2)C1 (configuration not stated),-2,1,.,1,-1,-0.5,-6,-1,9,13
COC(=O)CCC(=O)NNC(=O)CCC(=O)Nc1cccc(Cl)c1C,0,5,5,-10,5,-0.7,-1,2,1,0
CCOCCCNS(=O)(=O)c1ccc2c(c1)OCCO2,-3,-2,2,3,4,-0.1,9,9,-3,-6
O=C(O)c1ccc(NC(=O)C2(c3ccccc3)CCCC2)cc1,-1,2,-1,-1,4,0.5,10,4,-4,-8
CCCN(CCC)S(=O)(=O)c1ccc(C(=O)N2CCCc3ccccc32)cc1,-2,-1,-15,11,-3,-0.7,0,0,-5,-2
COc1ccc(C(C)(C)NC(=O)C2CCC(=O)N(CCCN3CCCC3=O)C2)cc1 (configuration not stated),-4,2,4,-6,3,3.2,-1,-4,1,3
COc1ccccc1NC(=O)Nc1nc(CC(=O)NC2CCCC2)cs1,-1,0,-12,-2,-1,2.2,-7,15,0,1
COc1ccc(N2CCN(C(=O)COC(=O)CCOc3ccc(C(C)(C)C)cc3)CC2)cc1,-1,-5,6,2,9,1.5,14,-9,-1,-1
CCN(CC(=O)Nc1sc2c(c1C#N)CCCC2)CC(=O)NC1CCS(=O)(=O)C1 (configuration not stated),-3,-3,3,1,0,0.5,1,20,-4,5
Cc1ccc(NC(=O)CCS(=O)(=O)c2cccc3nonc23)cc1Cl,-2,1,-1,1,-5,0.2,1,12,7,-8
COc1ccc(Cl)cc1N(CC(=O)N1CCCCCC1)S(C)(=O)=O,-3,-1,11,0,-2,0.0,-3,2,-4,-7
Cc1ccc(C)c(C(=O)CN2C(=O)NC3(CCc4ccccc43)C2=O)c1 (configuration not stated),-1,-1,-6,-9,-1,-1.1,-2,10,0,-1
CS(=O)(=O)N(CC(=O)N1CCN(Cc2ccccc2)CC1)c1cccc([N+](=O)[O-])c1,0,7,1,-16,3,-3.1,5,-2,-5,-3
CC(=O)COc1ccc2c(-c3ccccc3)cc(=O)oc2c1,0,1,-9,0,2,-0.4,18,2,3,-1
CS(C)(=O)=NS(=O)(=O)c1ccc(Cl)cc1,-1,-1,4,4,6,0.0,15,11,0,-2
COc1cc(Cl)ccc1OCc1cc(C(=O)NC(C)Cc2cnccn2)no1 (configuration not stated),4,11,-5,-3,5,-1.8,8,0,-7,6
CC(Nc1ccccc1)c1ccncc1 (configuration not stated),0,-1,0,2,-13,0.7,-7,3,-3,0
COC(=O)[C@]12C[C@H](CC(=O)N3CCN(C(=O)c4ccco4)CC3)C(=O)N(Cc3ccco3)C1=C[C@H](C(C)C)O[C@@H]2C1CC1,-1,0,.,-11,2,.,.,.,4,4
O=S(=O)(Nc1ncccn1)c1ccc(Nc2ncnc3ccccc23)cc1,1,2,8,-8,6,0.1,-6,-2,1,2
COc1cc(C2C(C#N)=C(N)Oc3n[nH]c(-c4cccnc4)c32)ccc1OCC(N)=O (configuration not stated),1,0,2,6,3,-4.1,2,-5,0,-4
CCn1nc(C(=O)NNS(=O)(=O)c2cc(/C=C/C(=O)O)cc(OC)c2OC)c2ccccc2c1=O,-2,-5,2,1,2,1.6,8,-2,6,7
O=C1Nc2c(c(=O)[nH]c(=O)n2Cc2ccccc2)C1(NS(=O)(=O)c1ccccc1)C(F)(F)F (configuration not stated),-2,0,3,3,0,-0.9,-4,0,1,-1
O=P(c1ccc2c(c1)OCCO2)(N1CCOCC1)N1CCOCC1,-4,1,-1,-6,1,0.6,-1,-4,1,3
Brc1ccccc1OCCCn1cnc2ccccc21,4,-2,-15,-8,-5,2.6,2,1,-5,-1
O=C(CCCOc1ccccc1)NNC(=O)c1ccncc1,3,0,-1,-4,5,-1.2,2,-8,0,9
CC(=O)Nc1ccc2cc3ccc(NC(C)=O)cc3nc2c1,3,-7,9,5,-15,-22,-6,3,8,-5
Clc1ccc(CNCC2CCCO2)cc1 (configuration not stated),-3,3,8,-3,7,-0.6,-7,-5,-2,2
COCCNC(=O)CSC1=N/C(=C/c2ccc(Cl)c(Cl)c2)C(=O)N1c1ccccc1F,-3,12,-23,-11,23,-1.1,11,-10,4,-1
N#Cc1ccc(NC2c3ccccc3CC2O)cc1 (configuration not stated),-5,-5,-4,-7,6,1.8,1,-13,3,-6
O=C(Cc1cccc(NC(=O)C2CCN(C(=O)CCc3ccccc3)CC2)c1)Nc1cccc(C(=O)N2CCCC2)c1,0,1,4,3,-5,0.8,-6,6,0,3
CC1=NOC(=O)/C1=C/c1ccc2c(c1)OCO2,-2,34,3,7,29,2.1,-8,3,2,-4
Cc1ccccc1-n1c(O)cc(=O)[nH]c1=S,-2,2,-14,0,0,0.2,-2,-7,2,2
